# RXFP1 agonist = RXFP1 (human) receptor agonism; Q9HBX9; HEK293T-RXFP1 cAMP TR-FRET, 30 min; response scale: percent of porcine relaxin response, buffer zero; hit rate 0.3% among 370,000; Potency, µM (series often up to 57.5 µM), for inactives: at the highest dose activation, hits mostly activators; further: on the % scale 0 is the no-effect control and ±100 the full control effect; nearly all actives have a fitted effect of over 60% in size; many of its hits are not listed in these tables
# Target sequence (Q9HBX9 whole entry, looked up): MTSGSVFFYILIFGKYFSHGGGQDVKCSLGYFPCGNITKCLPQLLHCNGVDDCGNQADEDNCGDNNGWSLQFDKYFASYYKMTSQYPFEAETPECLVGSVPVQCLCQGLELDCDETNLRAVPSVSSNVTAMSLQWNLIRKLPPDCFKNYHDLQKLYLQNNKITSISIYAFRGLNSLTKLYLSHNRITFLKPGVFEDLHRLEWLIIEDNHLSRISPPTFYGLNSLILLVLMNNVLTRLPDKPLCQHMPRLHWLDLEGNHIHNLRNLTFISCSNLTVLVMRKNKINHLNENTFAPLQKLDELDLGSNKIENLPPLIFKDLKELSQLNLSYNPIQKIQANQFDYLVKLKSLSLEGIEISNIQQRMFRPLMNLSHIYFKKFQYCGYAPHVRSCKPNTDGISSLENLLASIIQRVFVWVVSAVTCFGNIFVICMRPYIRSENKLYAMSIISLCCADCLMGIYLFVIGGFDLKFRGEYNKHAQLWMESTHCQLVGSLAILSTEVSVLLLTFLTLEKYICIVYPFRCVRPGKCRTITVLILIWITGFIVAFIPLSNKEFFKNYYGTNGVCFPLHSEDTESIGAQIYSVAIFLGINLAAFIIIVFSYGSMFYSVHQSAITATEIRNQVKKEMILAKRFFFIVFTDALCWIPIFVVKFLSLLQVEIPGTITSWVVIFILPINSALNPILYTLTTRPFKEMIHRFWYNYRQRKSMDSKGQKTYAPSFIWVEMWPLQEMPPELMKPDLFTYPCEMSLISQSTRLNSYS
#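 HEK293T cells stably expressing RXFP1 were pretreated with the PDE4 inhibitor Ro 20174, exposed to compounds for 30 min at 37C, lysed, and cAMP was read by TR-FRET. Data normalized to buffer (basal) and 29 nM porcine relaxin (100%).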
# mIDH1 inhibitor = inhibitors of human mutant IDH1 R132H; hit rate 0.093% among 390,000; Potency, µM (highest dose often 76.6 µM), without a hit: at the top dose activity change, negative = inhibition, most hits filed as inhibitors; O75874; AID 602179; IDH1-R132H enzyme, NADPH consumption, diaphorase/resazurin fluorescence; further: on the % scale 0 is the no-effect control and ±100 the full control effect; nearly all actives have a fitted effect of over 65% in size
#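 IDH1-R132H (0.5 ug/mL) preincubated 30 min with compound, then NADPH (0.016 mM) and alpha-KG (2 mM) added; 80 min at RT, pH 7.5. Remaining NADPH coupled via diaphorase/resazurin to fluorescence (540/590 nm); concentration-response curves normalized to no-enzyme control.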
# Vif-APOBEC3G blk = Vif-A3G binding inhibition | HeLa A3G-eYFP + Vif (tagged APOBEC3G with the HIV-1 protein that degrades it), YFP fluorescence, overnight | Potency, µM (series often up to 46.1 µM), for inactives: top-dose activity, negative = active, most hits filed as inhibitors | hit rate 0.076% among 410,000;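 further: on the % scale 0 is the no-effect control and ±100 the full control effect; nearly all actives have a fitted effect of over 60% in size; hits raise eYFP signal because A3G escapes Vif-driven loss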
#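 HeLa cells stably expressing Vif and C-terminally eYFP-tagged A3G, seeded overnight at 37 deg C, then exposed to compound by pintool overnight at 37 deg C. Rise in yellow fluorescence (Ex 488/Em 500-530, Acumen) marks blocked Vif-driven A3G degradation.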
# USP1 inh = inhibitors of human USP1/UAF1 deubiquitinase; hit rate 0.23% among 390,000; O94782; AID 743255; Potency, µM (top dose mostly 57.1 µM), without a hit: at the top dose activity change, negative = inhibition, usual class: inhibitors; recombinant USP1/UAF1, Ub-Rhodamine cleavage fluorescence; further: on the % scale 0 is the no-effect control and ±100 the full control effect; nearly all actives have a fitted effect of over 60% in size; inactives centre near -12
#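 Step one: compound is pinned into 1nM USP1/UAF1 in HEPES pH 7.8 buffer with TCEP. Step two: 15 min room-temperature incubation. Step three: Ub-Rho (150nM final) starts cleavage, tracked by fluorescence over six one-minute reads.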
# RGS4 inhibitor = inhibitors of human regulator of G protein signaling 4. P49798. Transcreener GDP fluorescence polarization, RGS4-accelerated GTP hydrolysis. Potency, µM (doses to about 114 µM), for inactives: at the top dose activity change, negative = inhibition, actives largely listed as inhibitors. hit rate 0.039% among 390,000; further: on the % scale 0 is the no-effect control and ±100 the full control effect; nearly all actives have a fitted effect of over 75% in size; some results filed as inactive show a strong effect at the top dose
# Target sequence (P49798 whole entry, looked up): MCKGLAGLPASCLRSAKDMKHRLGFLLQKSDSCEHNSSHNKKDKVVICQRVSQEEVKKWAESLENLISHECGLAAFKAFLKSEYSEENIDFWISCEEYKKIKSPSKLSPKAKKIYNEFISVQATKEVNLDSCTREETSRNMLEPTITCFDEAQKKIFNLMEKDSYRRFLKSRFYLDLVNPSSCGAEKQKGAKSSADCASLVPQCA
#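 MLSMR compounds (23 nl, pin-transferred) preincubated 10 min at room temperature with a 500nM (2x) first reagent, then RGS4 at 900nM (2x) plus Transcreener GDP mix added; fluorescence polarization (620/688 nm) read before and after 90 min at 30 °C.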
# ALOX12 inh = inhibitors of human 12S-lipoxygenase ALOX12 | hit rate 1.1% among 580,000 | AID 1671190 | purified 12hLO, xylenol orange hydroperoxide absorbance | Potency, µM (highest dose often 108 µM), without a hit: at the top dose activity change, negative = inhibition, hits mostly inhibitors | P18054; further: on the % scale 0 is the no-effect control and ±100 the full control effect
#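 Purified human 12hLO at 150 nM in 25 mM Hepes, 0.01% Triton X-100, pH 7.0, preincubated 15 min at room temperature with compound. Reaction started with 40 uM arachidonic acid, 30 min at room temperature. Hydroperoxide measured by Fe-xylenol orange, 573/405 nm absorbance ratio.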
# TrxR1 substrate = rat thioredoxin reductase 1 substrate activity; O89049; purified TrxR1 substrate turnover, NADPH consumption readout; Potency, µM (highest dose often 114 µM), inactives show at the highest dose activity change, negative = substrate turnover; hit rate 0.01% among 390,000; AID 588456; further: on the % scale 0 is the no-effect control and ±100 the full control effect; nearly all actives have a fitted effect of over 50% in size
#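 Rat TrxR1, dispensed at 90 nM, was prereduced with 400 uM NADPH (final) for 5 min at ~22 deg C, then incubated with compound 15 min before 400 uM selenite. A first-read NADPH fluorescence drop versus no-compound background flagged substrates.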
# Vif-APOBEC3F blk = inhibitors of Vif-A3F interaction | HeLa A3F-eYFP + Vif (tagged APOBEC3F with the HIV-1 protein that degrades it), YFP fluorescence increase | Potency, µM (highest dose often 46.1 µM), for the others: at the highest dose activity, negative = active | hit rate 0.2% among 390,000 | AID 602313; further: % of control where 0% means no effect; nearly all actives have a fitted effect of over 65% in size
#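 Fluorescence increase (Ex 488/Em 500-530) after overnight compound treatment at 37 deg C flags inhibition of Vif-driven A3F-eYFP loss in stable HeLa A3F-eYFP/Vif cells seeded overnight beforehand.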
# TrxR1 inh = blocks rat thioredoxin reductase 1. recombinant rTrxR1, NADPH fluorescence consumption, selenite substrate. hit rate 1% among 390,000. O89049. Potency, µM (titrated, usually from 114 µM), inactives show top-dose activity change, negative = inhibition, actives largely listed as inhibitors; further: on the % scale 0 is the no-effect control and ±100 the full control effect; nearly all actives have a fitted effect of over 65% in size
#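 Rat TrxR1 (90 nM in the dispensed reagent) was pre-reduced with 400 uM NADPH for 5 min at room temperature, then incubated with compound for 15 min. After 400 uM selenite was added, NADPH fluorescence (Ex 340/Em 450 nm) was followed for 8 min.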
# Active calls of the source: *; i = inactive; ? = inconclusive; · = not tested or not shown; & = joins results of further samples; [ ] = remark or other dose. The call rests on the fitted dose curve; in most records, active means well fitted curve in the direction sought with a large enough effect; inconclusive means small, poorly fitted or top-dose-only effect, or another doubt; inactive means no such curve, though single readings can be large; an effect the other way counts as inactive or inconclusive. Potency means the concentration at half of the fitted maximal effect. Only part of the results is shown, so the mix of outcomes need not match the whole.
# Each structure is followed by: ALOX12 inh, RXFP1 agonist, TrxR1 substrate, Vif-APOBEC3G blk, mIDH1 inhibitor, TrxR1 inh, RGS4 inhibitor, USP1 inh, Vif-APOBEC3F blk
> O=C(CCC1CCCC1)N1CCN(C(=O)c2cccnc2)CC1
    0%, 0.2%, 6%, 3%, 14%, 6%, -11%, -15%, -9%
> CCc1ccc(C(=O)COC(=O)c2ccc(-c3nnc(-c4ccccc4)o3)cc2)cc1
    0%, 11%, -1%, 0%, 2%, -34%, -9%, -12%, -2%
> CCc1cc2c(CN3CCN(C)CC3)cc(=O)oc2cc1O
    -10%&1%, 4.0%, 365%[activator][57.1 µM], 0%, 0%, 9%[57.1 µM], 1%, -20%, 5%
> CC(=O)N1CC2(C)CN(C(C)=O)CC(C)(C1)C2=O
    0%[57.4 µM], 2.9%, -7%, 1%, -3%, -3%, 4%, -6%, 2%
> COc1cc(NC(=O)CCN2CCN(C)CC2)cc(OC)c1
    12%, 1.8%, -8%[57.1 µM], -5%, 1%, 11%[57.1 µM], -40%, -17%, 6%
> S=c1[nH]nc(COc2ccc3ccccc3c2)o1
    40µM*, -4.6%, -6%, -9%, -3%, -14%, -22%, -8%, -3%
> O=C(C1CC1)N1CCc2cc(Br)cc(S(=O)(=O)NCC3COc4ccccc4O3)c21 (stereo not drawn)
    -10%, -0.3%, 4%[57.1 µM], -7%, -2%, 12%[57.1 µM], ?, -11%, 2%
> COc1ccccc1N1CCN(C(=O)c2nc(-c3ccc(C)cc3)n3c2CCCCC3)CC1
    -7%, 3.7%, 2%, 3%, -4%, 6%, -15%, ?, -4%
> COCC(=O)Nc1nnc(COc2ccccc2)s1
    31%, -2.9%, 1%, 2%, -1%, 2%, -10%, -8%, 0%
> CCOC(=O)c1c(C)[nH]c(C)c1S(=O)(=O)N(C)CC(=O)Nc1cccc(F)c1
    6%, 0.2%, -6%, 0%, -4%, 31%, 16%, -17%, 4%
> O=C(Nc1ccc(F)cc1)c1sc2cc(C(F)(F)F)cnc2c1-c1cccs1
    0%, 0.1%, 5%[57.1 µM], -8%, -1%, 6%[57.1 µM], 23%, -2%, -8%
> C[C@@H]1C=C(C(=O)NCc2ccccc2)O[C@H](OCc2ccc(CO)cc2)C1
    -18%, -2.4%, 4%, 1%, -4%, 11%, -3%, -12%, -4%
> CC1=C/C(=C(/c2ccc(O)c(C)c2)c2ccccc2S(=O)(=O)O)C=CC1=O
    ?, -0.6%, -17%, -1%, -6%, -11%, 0%, -15%, 4%
> COc1cc(C(=O)n2nc(-c3ccco3)nc2NCc2ccc(Cl)cc2)cc(OC)c1OC
    -27%, -0.3%, 7%, 5%, 0%, 13%, -10%, -30%, 3%
> Cc1ccc(-c2cc(C(=O)N/N=C/c3cccnc3)c3ccccc3n2)cc1C
    362%[activator], ·, 8%, -5%, 2%, 30%, -26%, -22%, 6%
> CC1(C(=O)OCC(=O)Nc2cccc(S(=O)(=O)NC3=NCCCCC3)c2)CC1(Cl)Cl (stereo not drawn)
    6%, 4.2%, -3%, 2%, 2%, 5%, 9%, -15%, 0%
> O=C(CN1C(=O)NC(CCc2ccccc2)C1=O)NC1CC1 (stereo not drawn)
    47%[activator], 2.6%, 1%[57.1 µM], 1%, 11%, 12%[57.1 µM], -1%, -15%, 1%
> Cc1ccnc(NS(=O)(=O)c2ccc(NC(=O)C3CC3)cc2)n1
    0%, 0.5%, -2%, 1%, 13%, -4%, 14%, -17%, -6%
> Cc1cc(C)c([N+](=O)[O-])cc1-c1ccc(/C=N/NC(=O)c2nonc2N)o1
    i, 0.1%, -9%, 0%, 10%, -14%, 9%, -25%, 4%
> O=C(CN(C(=O)CNC(=O)c1cccs1)c1ccc(F)cc1)NC1CCCC1
    -6%, 0.5%, -4%[57.1 µM], 0%, 0%, -7%[57.1 µM], -7%, -15%, 1%
> Cn1c(=O)c2c(c3ccccc31)OC(=O)CC2c1cccc(F)c1 (stereo not drawn)
    ?, 7.3%, 14%, -7%, -26%, -2%, -16%, -24%, 0%
> Cc1ccc(N=Cc2cccc(O)c2O)c(C)c1
    -21%, 2.0%, -8%, -16%, ·, 32µM*, -87%, ·, ·
> O=C(NC(=S)N1CCN(CCO)CC1)C12CC3CC(CC(C3)C1)C2
    -2%, 0.5%, -1%, 0%, 1%, -2%, -31%, -27%, 5%
> COc1ccc(OC)c(Nc2nnc(C)c(=O)[nH]2)c1
    ?, 0.1%, -6%, 1%, -6%, 0%, 0%, -13%, 15%
> CCOC(=O)c1c(C)[nH]c(C(=O)OCC(=O)NCCc2ccc(OCC)c(OCC)c2)c1C
    -3%, 1.3%, 9%, -1%, 0%, 34%, 14%, -15%, 4%
> Cc1ccc(S(=O)(=O)NCc2nc(-c3cccc(C)c3)no2)cc1
    -24%, -2.7%, -7%, 8%, 15%, 13%, -2%, 3%, 5%
> Cc1nn(Cc2ccccc2)c(C)c1/C=N/NC(=O)c1cccnc1
    11%, 0.3%, -1%, -2%, 7%, 9%, -4%, -23%, -7%
> CCOc1ccccc1C(=O)N[C@H](C(=O)NCc1ccccc1)C(C)C
    1%, 2.3%, 7%[57.1 µM], 1%, 0%, 29%[57.1 µM], -6%, 3%, 8%
> NCCc1c(-c2ccccc2)n(-c2ccccc2)c2ccccc12
    ?, 3.7%, 1%[57.1 µM], 1%, 2%, 6%[57.1 µM], -11%, -15%, 10%
> COC(=O)c1ccc(NC(C(=O)OC)C(C)C)c([N+](=O)[O-])c1 (stereo not drawn)
    4%, 5.7%, -16%, 3%, -4%, -9%, -24%, -5%, -3%
> O=C(CNC(=O)c1ccc(Br)o1)NCC(=O)OCc1ccccc1
    -4%, 0.3%, -5%, 0%, 0%, 4%, -1%, 3%, -25%
> CCCOc1ccc(-c2c(C(=O)N/N=C/c3ccco3)nnn2-c2nonc2N)cc1
    -4%, 0.3%, 1%, 3%, -5%, 1%, 1%, -9%, -5%
> CCOc1ccc(NC(=O)C2CCC(C)(C(=O)O)C2(C)C)cc1 (stereo not drawn)
    30%, 0.3%, 17%[57.1 µM], -4%, -2%, 8%[57.1 µM], 19%, -2%, 4%
> O=C(CN1CCN(c2nc(-c3ccc(Cl)cc3)cs2)CC1)NCc1ccco1
    -18%, 1.8%, 4%, 0%, 5%, -20%, -6%, -6%, -2%
> COc1ccc(C(=O)OCC(=O)NCC2CCCO2)cc1 (stereo not drawn)
    -3%, 2.3%, 0%[57.1 µM], 0%, -1%, 5%[57.1 µM], 25%, 3%, -17%
> CC(=O)c1cc(CN2CCC(n3nccc3NC(=O)c3ccccc3C)CC2)cs1
    39%[activator], 1.9%, -4%, -4%, -1%, -11%, -13%, -18%, 2%
> C[C@H]1CN(Cc2ccccc2)C(=O)[C@@H]1CC(=O)NCc1ccccc1
    -11%, -0.3%, -6%&3%, -1%&-1%, -2%, 0%&-5%, -15%, -12%, -5%
> COc1ccc(C(=O)N2CCC(C(=O)Nc3ccc4c(c3)OCO4)CC2)cc1
    4%, 1.7%, -7%, 3%, 7%, 0%, 5%, -2%, -8%
> c1nnc(-c2ccc3c(c2)OCO3)o1
    1%, 4.0%, -1%[57.1 µM], -1%, 7%, 30%[57.1 µM], -6%, -14%, -29%
> Cc1ccc([C@H]2C[C@@H](n3cc(C4CC4)nn3)[C@H](O)CN2CC2CCCCC2)cc1
    ?, ·, ·, -23%, 3%, ·, ·, -26%, -15%
> Cc1ccc(C)c(N2CCN(C(=O)C3CCN(Cc4nc(-c5cccc(Cl)c5)oc4C)CC3)CC2)c1
    ?, -1.0%, -6%, 1%, 5%, 26%, 11%, 11%, -10%
> Cc1cc(=O)c2cc(C(=O)Nc3ccc(C)c(C)c3)ccc2[nH]1
    -9%, 22%, -4%, 0%, -17%, 7%, 7%, -2%, 4%
> Cn1cnnc1SCCC(=O)Nc1ccccc1
    0%, -0.9%, 2%, 1%, 19%, 17%, 22%, -5%, -8%
> C/C(=N\NC(=O)CN1CCCCC1)c1cccc([N+](=O)[O-])c1
    0%, ·, -1%, 1%, 17%, 6%, 9%, -18%, 3%
> CCCC(O)(c1ccccc1)C(CN1CCOCC1)c1ccccc1 (stereo not drawn)
    ?, -3.7%, -3%, 1%, 8%, -2%, -21%, -10%, ?
> CCOc1ccccc1N1CCN(C(=O)c2c(-c3c(F)cccc3Cl)noc2C)CC1
    2%, ·, 1%, -3%, 2%, -1%, 0%, -22%, 9%
> O=C(CCN1CCCCC1)N/N=C/c1c[nH]c2ccccc12
    99%[activator], 0.5%, -10%, -4%, 0%, -18%, 3%, -17%, 5%
> C/C=C(\C)C(=O)O[C@@H]([C@H](O)c1cc2ccc(=O)oc2cc1OC)C(C)(C)O
    8%, 1.1%, 71%[activator][57.1 µM], 2%, -1%, 3%[57.1 µM], 15%, -8%, 1%

# Bioassay records deposited in PubChem by National Center for Advancing Translational Sciences (NCATS).
